Screens deposited in PubChem BioAssay by several laboratories.
TcdB inh – TcdB glycohydrolase inhibitors, primary screen, biochemical, single point, plate reader; inhibition, % at 9.99 µM; TcdB glycohydrolase enzymatic assay; Toxin B (Clostridioides difficile), P18177; hit rate 0.24% among 350,000; in the data active means inhibition above about 10%
Vc quorum ag – inducers of Vibrio cholerae quorum light production without autoinducers, primary screen, BH1578 luxS cqsA deficient, single point; V. cholerae BH1578 lux reporter, luminescence, 6 h; hit rate 0.16% among 350,000; activation, % at 18.7 µM; AID 588436, 2011; in the data active means activation mostly above about 9.7%, no sharp cut-off; further: not every result past the cut was called active; inactives centre near 0; reference of the scale not given here
SARS 3CLpro inh – SARS-CoV 3CLpro protease inhibitors, primary screen, biochemical, quenched FRET | Replicase polyprotein 1ab (Severe acute respiratory syndrome coronavirus), P0C6X7 | recombinant SARS-CoV 3CLpro, quenched FRET peptide cleavage | inhibition, % at 6 µM | hit rate 0.14% among 290,000 | AID 1706, 2009; in the data active means inhibition above about 12%
MazEF act – activators of E. coli MazEF toxin-antitoxin RNase, primary screen, biochemical, fluorescence, uHTS | Endoribonuclease toxin MazF (Escherichia coli (strain K12)), P0AE70 | FAM/BHQ RNA-DNA oligo cleavage fluorescence, 5 h | activation, % at 20 µM | hit rate 0.32% among 350,000 | AID 504720, 2011; in the data active means activation above about 50%
Target sequence (P0AE70 whole entry, looked up): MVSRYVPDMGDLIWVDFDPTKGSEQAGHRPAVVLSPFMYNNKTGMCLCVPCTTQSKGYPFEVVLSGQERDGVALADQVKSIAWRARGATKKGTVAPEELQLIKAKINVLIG
Yp Topo-I inh – Yersinia pestis topoisomerase I inhibitors, primary screen, biochemical, cleavage product accumulation, plate reader, single point; activity, % at 10 µM; hit rate 0.064% among 360,000; Y. pestis Topo-I cleavage product accumulation; in the data active means activity above about 50%, passing the limit was not always enough; further: inactives centre near 2
PriA SSB inh – inhibitors of Klebsiella pneumoniae PriA binding to SSB C-terminal tail, primary screen, biochemical, AlphaScreen; hit rate 0.6% among 430,000; AlphaScreen SSBct-PriA binding, biotinylated peptide; PriA–SSB C-terminal tail interaction (Klebsiella pneumoniae); inhibition, % at 33 µM; in the data active means inhibition mostly above about 37%, no sharp cut-off; inactive means mostly below about 20%;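 further: plate controls were negative control peptide for no effect and reference peptide for full effect; strong numbers were not always called active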
DUSP3 inh – VHR1 phosphatase inhibitors, primary screen, biochemical, absorbance, uHTS. recombinant VHR phosphatase, pNPP absorbance. hit rate 0.52% among 290,000. inhibition, % at 13.3 µM; in the data active means inhibition above about 50%; further: some compounds called inactive have numbers as strong as hits
Target sequence (P51452 whole entry, looked up): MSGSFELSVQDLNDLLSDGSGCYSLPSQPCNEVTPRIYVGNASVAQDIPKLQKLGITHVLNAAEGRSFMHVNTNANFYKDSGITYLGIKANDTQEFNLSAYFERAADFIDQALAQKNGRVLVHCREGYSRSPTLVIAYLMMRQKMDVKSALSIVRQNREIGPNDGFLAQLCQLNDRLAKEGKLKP
Rv3671c protease – Rv3671c serine protease inhibitors, primary screen, biochemical, fluorescence polarization, M. tuberculosis H37Rv; P9WHR9; AID 2606, 2010; hit rate 0.048% among 320,000; inhibition, % at 5.96 µM; in the data active means inhibition above about 38%;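 further: extracellular domain of Rv3671c used as enzyme; 0% = enzyme with DMSO and 100% = no enzyme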
Target sequence (P9WHR9 whole entry, looked up, the tested form may be a part): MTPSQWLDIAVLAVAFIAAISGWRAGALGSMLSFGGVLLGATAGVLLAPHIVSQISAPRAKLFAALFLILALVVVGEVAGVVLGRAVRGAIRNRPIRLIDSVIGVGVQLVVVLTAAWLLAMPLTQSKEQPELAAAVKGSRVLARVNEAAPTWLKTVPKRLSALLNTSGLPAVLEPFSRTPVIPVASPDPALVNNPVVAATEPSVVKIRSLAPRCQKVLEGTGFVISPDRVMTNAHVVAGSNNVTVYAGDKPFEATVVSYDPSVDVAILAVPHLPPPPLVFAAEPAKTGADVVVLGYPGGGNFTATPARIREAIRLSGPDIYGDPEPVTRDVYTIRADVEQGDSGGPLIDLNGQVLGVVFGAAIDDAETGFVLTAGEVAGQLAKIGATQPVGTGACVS
CCHF vOTU inh – CCHFV vOTU protease inhibitors, primary screen, biochemical, Pep-AMC substrate, fluorescence; Crimean-Congo hemorrhagic fever virus L polyprotein viral ovarian tumor (vOTU) protease …; inhibition, % at 11.5 µM; hit rate 0.55% among 370,000; AID 651958, 2012; in the data active means inhibition above about 30%; further: 0% = vehicle wells with enzyme and 100% = no enzyme wells
PrPC surface inh – inhibitors of human cell surface prion protein PrPC, primary screen, cell-based, TR-FRET; Major prion protein (Homo sapiens), P04156; TR-FRET read-out; AID 720596, 2013; hit rate 0.43% among 370,000; inhibition, % at 13.8 µM; in the data active means inhibition above about 24%; further: 0% = median of the test wells and 100% = reference compound wells
Starred values were filed as active, the others as inactive; i = inactive; . = no result given; & = joins results of further samples.

Below each SMILES – SARS 3CLpro inh	CCHF vOTU inh	TcdB inh	DUSP3 inh	Vc quorum ag	PriA SSB inh	Rv3671c protease	MazEF act	Yp Topo-I inh	PrPC surface inh
> COC(=O)c1[nH]c2ccc(Br)cc2c1NC(=O)C(C)N1CCN(C2CCCCC2)CC1 (configuration not stated)
 : 4	-4	.	22	i	-17	-4	17	-4	11
> Cc1ccc(CNC(=O)CCS(=O)(=O)c2ccc(Cl)cc2)cc1
 : 6	6	.	27	i	-8	-2	10	-3	4
> O=C(c1cccn2c(=O)c3cc(Br)ccc3nc12)N1CCN(c2ccccn2)CC1
 : -1	1	.	18	-0.2	-15	-4	-2	10	-8
> Cc1cc(C)n(-c2ccc(C(=O)N3CCN(S(=O)(=O)c4ccc(Cl)cc4)CC3)cc2)n1
 : .	-7	-0.5	.	-0.2	-6	10	2	0	9
> Cc1cc(C)n(C(=O)CSc2nc3ccccc3o2)n1
 : 1	-3	.	-18	i	-3	1	-4	3	4
> CC(c1ccccc1)n1cc(C(=O)NCC2CCCO2)nn1 (configuration not stated)
 : -1	13	.	13	-3.6	0	-1	0	5	-1
> COc1ccc(CCN2CC(C(=O)N(C)Cc3cccnc3)CC2=O)cc1OC (configuration not stated)
 : .	-8	2.2	.	-0.4	-10	7	-1	-5	4
> Cc1ccc(OCC(=O)NC(C)c2ccccc2)cc1C (configuration not stated)
 : -2	17	1.4	-22	i	-15	-1	0	23	8
> CCC(CO)Oc1cc(NCc2ccccc2)c2ncn(C(C)C)c2c1 (configuration not stated)
 : .	10	-3.3	.	i	12	-5	2	11	2
> Cc1cc(C)cc(NC(=O)CCn2cnc3cc(C)c(C)cc32)c1
 : 0	12	0.9	22	-0.1	0	4	5	1	-7
> COc1ccc(/C=C(\NC(=O)c2ccc(OC)cc2)C(=O)N2CCCCC2)cc1
 : 2	19	0.2	21	i	-7	.	4	22	1
> C#CC1(O)CCC2C3CCC4=C/C(=N/OCC(=O)NCC(=O)NC(C(=O)O)C(C)C)CC[C@]4(C)C3CC[C@@]21C (some centres not stated)
 : 1	15	0.0	33	i	.	.	-15	10	7
> CCCN1C(=O)c2ccc(C(=O)NC3=NCCS3)cc2C1=O
 : 3	-5	.	-9	5.6	-8	-5	4	4	-13
> Cc1cccc(OCC(=O)Nc2ccc(N3CCN(C(=O)c4ccco4)CC3)cc2)c1C
 : 4	3	-0.4	4	i	-12	0	3	34	-4
> CCN(CC)C(=O)CSc1nnc([C@H](Cc2c[nH]c3ccccc23)NC(=O)OC(C)(C)C)o1
 : 0	5	.	20	i	-5	-6	7	19	3
> O=C(OCc1ccccc1)C1CCN(S(=O)(=O)c2cccs2)CC1
 : .	3	0.4	.	-0.4	.	.	-7	29	7
> CCCOc1ccc(-c2nc(C#N)c(NCC3CCCO3)o2)cc1 (configuration not stated)
 : 1	-36	.	19	-0.2	37	6	0	29	11
> COc1ccc(-c2csc(C(O)c3cccc(OC)c3)n2)cc1 (configuration not stated)
 : .	-2	0.8	.	i	.	.	.	9	-4
> COc1ccc(NC(=O)CN(C)C(=O)c2ccc3ccccc3n2)cc1
 : .	-9	1.0	.	i	-10	4	2	3	-2
> O=S(=O)(NCc1ccc2c(c1)OCO2)c1ccc2c(c1)oc1ccccc12
 : 3	-8	2.3	4	-0.3	-23	-10	2	17	-6

As a short view, part of the list above:
Below each SMILES – SARS 3CLpro inh	CCHF vOTU inh	TcdB inh	DUSP3 inh	Vc quorum ag	PriA SSB inh	Rv3671c protease	MazEF act	Yp Topo-I inh	PrPC surface inh
> COc1ccc(NC(=O)CN(C)C(=O)c2ccc3ccccc3n2)cc1
 : .	-9	1.0	.	i	-10	4	2	3	-2
> O=S(=O)(NCc1ccc2c(c1)OCO2)c1ccc2c(c1)oc1ccccc12
 : 3	-8	2.3	4	-0.3	-23	-10	2	17	-6

(more compounds)
Below each SMILES – SARS 3CLpro inh	CCHF vOTU inh	TcdB inh	DUSP3 inh	Vc quorum ag	PriA SSB inh	Rv3671c protease	MazEF act	Yp Topo-I inh	PrPC surface inh
> CC1(c2nnc(-c3ccc(F)cc3)o2)CC(c2ccc(F)cc2)=NO1 (configuration not stated)
 : .	10	.	-23	1.0	-17	-2	7	4	4
> CCN(CC)CCN(C(=O)c1ccc2c(c1)CCCC2)c1nc2c(C)cccc2s1
 : 1	9	4.7	10	i	28&15	-2	-2	31	-1
> COc1ccccc1-n1cnnc1SCC(=O)N1CCN(S(=O)(=O)c2ccccc2)CC1
 : -6	-5	.	32	-0.3	-12	-2	0	1	3
> COc1cccc(CNC(=O)[C@@H](C)N2C(=O)N3CCc4c([nH]c5ccc(OC)cc45)C3(C)C2=O)c1 (some centres not stated)
 : 1	-4	1.1	5	-0.2	-1	0	6	-5	14
> COC(=O)c1ccc(COC(=O)CNC(=O)c2ccc(C)s2)cc1
 : .	-2	-0.5	.	-0.3	-7	4	6	6	-3
> CCN1CCN(c2nc(Nc3ccccc3)nc(N)c2[N+](=O)[O-])CC1
 : 5	17	0.3	6	-0.1	-13	3	-1	5	-18
> Cc1ccc(C(=O)N2CCC(C)CC2)cc1C
 : 1	-2	.	9	4.2	-5	0	0	2	-3
> Nc1ccc(C(O)(C(F)(F)F)C(F)(F)F)cc1
 : 5	0	.	15	i	-16	-2	4	8	3
> O=c1ccnc(SCc2ccccc2Cl)[nH]1
 : 4	-1	.	19	i	-4	12	-1	5	6
> COc1ccc(C#Cc2cnc3c(c2)C(=O)N([C@@H](C)CO)C[C@@H](C)[C@@H](CN(C)CC2CCOCC2)O3)cc1
 : .	15	-0.1&1.2	.	i	.	.	7	12	4
> COc1ccc(-c2ccc3c(c2)S(=O)(=O)c2cccc(C(=O)NC[C@@H]4CCCO4)c2C3=O)cc1OC
 : .	4	-1.3	.	i	-11	-8	6	24	-68
> O=C(c1cccc([N+](=O)[O-])c1)N1CCCC(C(=O)N2CCc3ccccc3C2)C1 (configuration not stated)
 : 5	12	1.8	11	i	-14	1	-29	8	-11
> N#CC1=C(N)Oc2ccc3ccc(O)cc3c2C1c1cccnc1 (configuration not stated)
 : 6	6	0.0	24	i	-8	-10	11	3	3
> COCc1ccc(C(=O)N(C)CC2CCCN(CCc3ccccc3F)C2)o1 (configuration not stated)
 : -6	13	-1.1	43	-0.6	-13	0	6	-1	-5
> CCCCc1c(O)nc2sccn2c1=O
 : 3	-14	.	-5	-0.4	-10	3	1	-3	4
> O=C(C[n+]1cc[nH]c1)c1ccc(Cl)cc1
 : 2	-8	1.4	28	i	.	.	0	-11	7
> COc1cc2c(cc1NC(=O)COC(=O)C(CCSC)NC(=O)c1ccccc1Cl)oc1ccccc12 (configuration not stated)
 : 4	-8	1.2	5	-0.4	-10	-10	-11	15	2
> Cc1ccc2oc(=S)n(C)c2c1
 : -1	0	.	0	-0.8	-4	7	9	1	5
> Nc1cc(C(=O)Nc2ccc(Cl)cc2)ccc1N1CC2CC(C1)c1cccc(=O)n1C2 (configuration not stated)
 : 0	0	0.7	-2	-0.3	8	-5	13	35	9
> CS(=O)(=O)N1CCN(C(=O)c2ccc(F)cc2)CC1
 : 3	-3	-0.4	3	-0.3	-10	1	-2	2	3
> CC(C)CCC(C(=O)NC(C)c1ccccc1)C(=O)NC(C)c1ccccc1 (configuration not stated)
 : 1	-7	1.3	28	i	-2	4	5	4	3
> O=C(COc1ccc(Br)cc1)N(Cc1nnc(-c2ccccc2Cl)o1)C1CC1
 : .	-10	1.7	.	-1.3	.	.	2	34	-1
> N#Cc1c(-c2ccco2)cc(-c2cccnc2)nc1N
 : 2	-190	.	-8	i	-8	2	8	5	-7
> CCCCc1cc(=O)oc2cc(C)cc(OC(C)C(=O)NCc3cccnc3)c12 (configuration not stated)
 : -1	-3	0.8	11	-0.3	2	0	6	29	-2
> O=[N+]([O-])c1ccc(Cl)c(S(=O)(=O)Nc2ccc(S(=O)(=O)N3CCOCC3)cc2)c1
 : -6	-1	1.1	15	-0.5	-13	-10	-1	1	-16
> CSc1nc2sc3c(c2c(=O)[nH]1)CCC3
 : 2	-4	.	5	-0.3	-5	3	-2	-2	-1
> O=C(Nc1ccc(Nc2ccccc2)cc1)c1ccc(Cl)c([N+](=O)[O-])c1
 : 3	5	0.0	5	1.8	52*	10	78*	1	-28
> COc1cc(OC)c(OC)cc1CNCCc1ccc2c(c1)OCO2
 : 4	-2	0.8	30	0.4	-13	1	16	-2	-5
> O=C(NC12CC3CC(CC(C3)C1)C2)N1CCCC(CO)C1 (configuration not stated)
 : 1	12	.	24	-0.8	4	2	-2	-4	6
> CN(C(=O)c1cccc(NC(=O)Cc2ccc(NC(=O)C3CCN(C(=O)CCc4ccccc4)CC3)cc2)c1)C1CC1
 : .	10	0.9	.	-1.1	-11	.	-2	-10	6
> CCN(CC(=O)Nc1ccc(NC(C)=O)cc1)C(=O)CCCOc1cccc(C)c1
 : .	10	0.4	.	i	-18	0	-2	8	6
> O=C(O)c1cccc(N/N=C/c2cc(Br)cc(Br)c2O)c1
 : 1	0	.	-2	-0.3	.	23	11	-14	3
> COc1ccc(Br)cc1CSC(=N)N
 : 2	-10	-0.3	21	1.7	-7	6	5	3	0
> C=CCNc1ncnc2c1ncn2[C@H]1CN(Cc2cc(OC)c(OC)c(OC)c2)C[C@@H](CO)O1
 : .	6	-5.5	.	-0.7	.	.	.	-5	0
> CCCCNc1c([N+](=O)[O-])ncn1C
 : 1	-7	0.6	13	-0.4	-6	-6	5	0	-1
> COc1ccc(N(CC(=O)NCCSCc2ccc(C)cc2)S(=O)(=O)c2ccccc2)cc1
 : -3	3	0.6	32	0.3	5	5	-32	16	5
> Cc1nc(N)sc1N=Nc1ccc(F)cc1
 : -1	3	2.4	27	-1.1	27	-2	1	-1	6
> CSc1ccc(S(=O)(=O)Nc2ccc(F)cc2)cc1
 : 3	4	.	13	-0.3	-17	5	-3	6	4
> CC1(C(=O)NCc2ccc(F)c(F)c2)Cc2c(-c3ccc4c(c3)OCO4)ccnc2O1 (configuration not stated)
 : .	3	0.5	.	-0.4	.	.	.	31	13
> COc1ccc(/C=C/C(=O)OC2CCCCC2CN(C)C)cc1 (configuration not stated)
 : -3	0	1.8	15	-0.4	-6	-14	12	-1	2
> COC(=O)C1=C(c2cccc(OCc3ccccc3)c2)C[C@@H]2CC[C@H]1N2C(=O)NCc1ccc(Br)cc1
 : .	10	0.5	.	-0.6	1	-13	1	1	8
> CCOC(=O)C1CCCN(C(=O)CSc2nc(C)cc(C)n2)C1 (configuration not stated)
 : -1	22	0.2	29	-0.4	-8	-11	-10	7	4
> Cc1cccc(OCCNC(=O)c2cc(-n3cnnc3)ccc2Cl)c1
 : -2	20	.	3	i	-3	-3	-14	-5	-1
> Cc1ccccc1-n1c(SC(C)C(N)=O)nnc1-c1cccnc1 (configuration not stated)
 : 2	-9	.	12	i	0	3	5	-1	0
> Oc1ccc(Cl)cc1N=Nc1ccccc1
 : -3	8	0.0	26	0.4	58	0	3	1	-8

Three of the compounds above, as tab-separated lines.
mol	SARS 3CLpro inh	CCHF vOTU inh	TcdB inh	DUSP3 inh	Vc quorum ag	PriA SSB inh	Rv3671c protease	MazEF act	Yp Topo-I inh	PrPC surface inh
O=C(OCc1ccccc1)C1CCN(S(=O)(=O)c2cccs2)CC1	.	3	0.4	.	-0.4	.	.	-7	29	7
COC(=O)C1=C(c2cccc(OCc3ccccc3)c2)C[C@@H]2CC[C@H]1N2C(=O)NCc1ccc(Br)cc1	.	10	0.5	.	-0.6	1	-13	1	1	8
N#CC1=C(N)Oc2ccc3ccc(O)cc3c2C1c1cccnc1 (configuration not stated)	6	6	0.0	24	i	-8	-10	11	3	3

Only part of the results is shown (hit frequency here may not be typical).
